GASC1 inh: blocks human GASC-1 (KDM4C) demethylase activity. GST-KDM4C 2-372, H3K9me3 peptide, LANCE TR-FRET. 96,000 tested, 0.15% active. Q9H3R0. inhibition, % at 12.5 µM;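 active = mean replicate inhibition above about 25%, with at least 55% of replicates also reaching it, limit read from the data, passing the limit was not always enough; inconclusive = only one of those two conditions met; inactive = neither condition met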
Target sequence (Q9H3R0 2-372 limits assumed): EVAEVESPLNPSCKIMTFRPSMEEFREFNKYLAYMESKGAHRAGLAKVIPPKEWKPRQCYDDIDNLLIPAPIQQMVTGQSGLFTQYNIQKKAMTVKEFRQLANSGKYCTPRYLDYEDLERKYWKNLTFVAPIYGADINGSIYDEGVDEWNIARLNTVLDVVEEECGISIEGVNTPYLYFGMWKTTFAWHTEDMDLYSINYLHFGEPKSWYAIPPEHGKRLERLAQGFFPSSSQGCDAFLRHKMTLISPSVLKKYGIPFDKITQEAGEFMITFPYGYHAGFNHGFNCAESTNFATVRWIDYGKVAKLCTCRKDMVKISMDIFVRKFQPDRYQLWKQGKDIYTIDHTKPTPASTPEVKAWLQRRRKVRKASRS
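System: N-terminal GST-fused human GASC-1 (KDM4C) fragment, residues 2-372 / Amount: 10 nM GST-KDM4C in enzyme reaction / Also added: H3K9me3 peptide with Fe(II)/2OG / Times: 30 min demethylation and 1 h detection at room temperature / Signal: LANCE TR-FRET / Read-out basis: Fall in 671/618 emission ratio as inhibition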
T cruzi growth: blocks T. cruzi growth in NIH3T3 culture. T. cruzi beta-gal in NIH3T3, GalScreen luminescence, 90 h. inhibition, % at 8.34 µM. 77,000 tested, 5.9% active;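 active = mean inhibition above about 93%, with at least 55% of replicates each passing it, limit read from the data, passing the limit was not always enough; inconclusive = only one of those two conditions holds; inactive = neither condition holds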
C diff growth: blocks growth of Clostridium difficile; Clostridium difficile clinical isolate growth, OD600, 24 h; hits give low values; growth activity, negative = inhibition, % at 16 µg/mL (by protocol); 86,000 tested, 0.25% active; AID 1259249;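 active = mean growth activity at or below -80% and every replicate also at or below -80%; inconclusive = mean at or below -80% but some replicate above -80%; inactive = mean growth activity above -80%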;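 note: 0% = DMSO wells and -100% = levofloxacin 16 µg/mL wells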
Pf Dd2 growth: inhibitors of Plasmodium falciparum Dd2 growth; P. falciparum Dd2 growth, SYBR Green, 72 h; hits give low values; activity change, % at 10 µM; 94,000 tested, 2.3% active; AID 1159554; in the data active = activity change below about -80%; inconclusive = no clear call, values can overlap the other calls
Starred values were filed as active, the others as inactive; ? = inconclusive; . = no result given; & = joins results of further samples.

SMILES	GASC1 inh	T cruzi growth	C diff growth	Pf Dd2 growth
COc1ccc(S(=O)(=O)N(C)C[C@H]2Oc3ccc(NC(=O)Nc4ccc(C(F)(F)F)cc4)cc3C(=O)N([C@@H](C)CO)C[C@H]2C)cc1	-4.0	?	8	11
COc1ccc(NC(=O)Nc2ccc3c(c2)CC(=O)N([C@H](C)CO)C[C@@H](C)[C@@H](CN(C)Cc2ccc(C(=O)Nc4ccccc4N)cc2)O3)cc1	14	.	5	-68
CO[C@@H]1CN(C)C(=O)c2ccc(NS(=O)(=O)c3cccc(F)c3)cc2OC[C@H](C)NC[C@@H]1C	-2.5	31	.	18
C/C=C/c1ccc([C@@H]2[C@@H](CO)N[C@@H]2CN(CC)C(=O)CN2CCOCC2)cc1	-0.8	-5	2	1
C[C@@H]1CN([C@H](C)CO)C(=O)c2cccc(NS(=O)(=O)c3cn(C)cn3)c2O[C@H]1CN(C)S(=O)(=O)c1cccs1	-1.5	-6	-5	-18
Cc1ccc(S(=O)(=O)N(C)C[C@H]2Oc3cc(C#CC4CCCC4)ccc3S(=O)(=O)N([C@H](C)CO)C[C@H]2C)cc1	9.5	126*	13&15	-48&-60
C[C@@H]1CN([C@H](C)CO)C(=O)c2cc(NC(=O)c3ccccc3)ccc2O[C@@H](C)CCCCO[C@H]1CN(C)C(=O)Nc1ccc2c(c1)OCO2	1.2	-3	-2	-42
O=C(NC[C@H]1[C@H](c2ccccc2)[C@H](CO)N1C(=O)Cc1cccnc1)C1CCC1	-1.7	-2	5	3
O=C(CCN1CCCCC1)NCC[C@@H]1CC[C@H](NC(=O)Nc2ccc(F)cc2)[C@H](CO)O1	0.9	-177	0	5
CC(C)C#Cc1ccc([C@@H]2[C@@H](CO)N3C(=O)CN(S(=O)(=O)c4ccccc4)C[C@H]23)cc1	0.3	.	0	-19
C[C@@H]1CN([C@H](C)CO)S(=O)(=O)c2ccc(C#CC3CC3)cc2O[C@H]1CN(C)Cc1cncnc1	-0.8	51	.	-15
C[C@@H]1CN([C@@H](C)CO)C(=O)c2cc(NC(=O)CCC(F)(F)F)ccc2O[C@@H]1CN(C)CC1CCCCC1	0.3	36	7	7
C/C=C/c1cnc2c(c1)C(=O)N([C@H](C)CO)C[C@@H](C)[C@@H](CN(C)S(=O)(=O)c1cn(C)cn1)O2	0.4	.	0	19
CN1C[C@@H](O)COC[C@@H]2O[C@@H](CC(=O)N3CCN(c4ccccc4)CC3)CC[C@H]21	0.5	13	4&-11	-10
C[C@@H]1CN([C@H](C)CO)C(=O)c2cc(NC(=O)CCCN(C)C)ccc2O[C@@H](C)CCCCO[C@@H]1CN(C)Cc1ccc(C(=O)O)cc1	3.1	.	9	25
CC(C)NC(=O)N[C@H]1C=C[C@H](CC(=O)NCc2ccc(Oc3ccccc3)cc2)O[C@@H]1CO	2.2	4	-2	10
C[C@@H]1CCCCO[C@H](CN(C)C(=O)c2ccccc2)[C@H](C)CN([C@H](C)CO)C(=O)c2cc(N(C)C)ccc2O1	3.1	91	-1	-45
C[C@@H]1CN([C@H](C)CO)C(=O)c2ccccc2-c2ccccc2CO[C@@H]1CN(C)C(=O)N[C@H](C)c1ccccc1	1.0	24	-1	7
CC(C)NC(=O)Nc1ccc2c(c1)CC(=O)N([C@@H](C)CO)C[C@@H](C)[C@@H](CN(C)CC1CC1)O2	1.2	-4	1	0
COc1cccc(NC(=O)Nc2ccc3c(c2)C(=O)N(C)[C@H]2CC[C@@H](CC(=O)NCCc4ccccc4)O[C@H]2CO3)c1	-3.2	62	-1	.
COc1cccc(NC(=O)N2C[C@@H](O)COC[C@H]3O[C@@H](CC(=O)N(C)C)CC[C@@H]32)c1	-0.4	40	2&-3	.
C[C@H]1CN([C@@H](C)CO)C(=O)c2cc(C3=CCCCC3)cnc2O[C@@H]1CN(C)Cc1ccncc1	3.9	12	7	.
CO[C@@H]1CN(C)C(=O)c2cc(NC(=O)C3CCOCC3)ccc2OC[C@@H](C)N(CC2CCOCC2)C[C@H]1C	-0.1	18	.	.
CC(=O)N1CC[C@@H]2[C@H](CO)Nc3ccc(-c4cccc(F)c4)cc3[C@@H]21	-1.5	66	-6	25
CN(C)CC(=O)N1CC2(C1)[C@H](c1ccccc1)[C@H](CO)N2C(=O)C1CC1	0.9	.	5	3

Fetched by compound from the list above, 6 records:
SMILES	GASC1 inh	T cruzi growth	C diff growth	Pf Dd2 growth
CC(C)NC(=O)Nc1ccc2c(c1)CC(=O)N([C@@H](C)CO)C[C@@H](C)[C@@H](CN(C)CC1CC1)O2	1.2	-4	1	0
O=C(NC[C@H]1[C@H](c2ccccc2)[C@H](CO)N1C(=O)Cc1cccnc1)C1CCC1	-1.7	-2	5	3
C/C=C/c1cnc2c(c1)C(=O)N([C@H](C)CO)C[C@@H](C)[C@@H](CN(C)S(=O)(=O)c1cn(C)cn1)O2	0.4	.	0	19
COc1cccc(NC(=O)Nc2ccc3c(c2)C(=O)N(C)[C@H]2CC[C@@H](CC(=O)NCCc4ccccc4)O[C@H]2CO3)c1	-3.2	62	-1	.
COc1ccc(NC(=O)Nc2ccc3c(c2)CC(=O)N([C@H](C)CO)C[C@@H](C)[C@@H](CN(C)Cc2ccc(C(=O)Nc4ccccc4N)cc2)O3)cc1	14	.	5	-68
CN(C)CC(=O)N1CC2(C1)[C@H](c1ccccc1)[C@H](CO)N2C(=O)C1CC1	0.9	.	5	3

(further entries)
SMILES	GASC1 inh	T cruzi growth	C diff growth	Pf Dd2 growth
C[C@@H]1CN([C@@H](C)CO)C(=O)c2cc(NS(=O)(=O)c3ccccc3)ccc2O[C@H]1CN(C)C	3.4	-14	-5	0
Cc1cccc(S(=O)(=O)N[C@@H]2CC[C@@H](CCn3cc(-c4ccccn4)nn3)O[C@H]2CO)c1	0.3	38	-3	-5
COc1ccc(S(=O)(=O)N(C)C[C@@H]2OCCCC[C@@H](C)Oc3ccc(NS(=O)(=O)c4c(C)noc4C)cc3C(=O)N([C@H](C)CO)C[C@H]2C)cc1	-1.0	14	-4	-61
CO[C@H]1CN(C)C(=O)c2cc(NS(C)(=O)=O)ccc2OC[C@H](C)N(CCC(F)(F)F)C[C@@H]1C	-1.3	-28	.	-60
CC(C)c1cn(CC[C@@H]2CC[C@H](NS(=O)(=O)c3ccc(F)cc3)[C@H](CO)O2)nn1	1.6	60	3	-27
OC[C@@H]1[C@@H](c2ccc(/C=C/c3ccccc3)cc2)[C@@H]2CN(Cc3cccnc3)CCCCN12	0.5	?	5	-58
COc1ccc(S(=O)(=O)N2CCCCN3[C@H](C2)[C@@H](c2ccc(C#CC(C)C)cc2)[C@@H]3CO)cc1	-1.2	105*	13	-25
O=C(CC1CC1)N1CC(=O)N2[C@H](CO)[C@H](c3ccc(C#Cc4ccccc4)cc3)[C@@H]2C1	0.7	.	-1	-16
O=C(C[C@@H]1CC[C@@H]2[C@H](COC[C@H](O)CN2S(=O)(=O)c2ccccc2)O1)NCc1ccc2c(c1)OCO2	0.1	32	.	-22
O=C(C[C@@H]1CC[C@H](NC(=O)Nc2cc(F)ccc2F)[C@@H](CO)O1)Nc1ccc(-c2ccccc2)cc1	-1.1	-17	.	10
C[C@H]1CN([C@@H](C)CO)C(=O)Cc2cc(NC(=O)CCCCCC(=O)Nc3ccccc3N)ccc2O[C@@H]1CN(C)C(=O)Nc1ccc2c(c1)OCO2	-1.0	30	-4	-11
CO[C@@H]1CN(C)C(=O)c2cc(NC(C)=O)ccc2OC[C@@H](C)N(C(=O)c2ccccn2)C[C@@H]1C	0.3	-12	-4	-25
C[C@@H]1CCCCO[C@H](CN(C)Cc2ccc(Cl)c(Cl)c2)[C@@H](C)CN([C@H](C)CO)C(=O)c2cc(NC(=O)NC3CCCCC3)ccc2O1	-0.7	87	0	4
C[C@H](CO)N1C[C@H](C)[C@@H](CN(C)C(=O)Nc2ccc(N3CCCCC3)cc2)OCc2cn(nn2)CCCC1=O	-0.8	93	-5	-3
COCCNC(=O)C[C@H]1C[C@@H]2c3cc(NC(=O)Nc4ccc(F)cc4)ccc3O[C@@H]2[C@@H](CO)O1	2.0	6	-1	-11
O=C(C[C@@H]1C[C@H]2c3cc(NC(=O)NC4CCCC4)ccc3O[C@H]2[C@H](CO)O1)NCCc1ccccc1	0.3	.	5	-12
CO[C@@H]1CN(C)C(=O)c2cc(NC(=O)C3CC3)ccc2OC[C@H](C)N(CC2CCCC2)C[C@H]1C	0.1	-25	-1	-77
Cc1ccc(S(=O)(=O)NCC[C@@H]2CC[C@H](NC(=O)NC(C)C)[C@@H](CO)O2)cc1	-0.8	46	2	0
COCC(=O)Nc1ccc2c(c1)[C@H]1C[C@@H](CC(=O)N(C)C)O[C@H](CO)[C@H]1O2	1.6	-32	1	21
CNC[C@H]1Oc2c(NC(=O)Nc3ccc(OC)cc3)cccc2C(=O)N([C@H](C)CO)C[C@H]1C	0.3	22	6	13
CCCN1C[C@H](C)[C@@H](OC)CN(C)C(=O)c2ccc(NC(=O)Nc3cccc(F)c3)cc2OC[C@H]1C	1.1	-62	.	-52
C[C@@H]1CCCCO[C@H](CN(C)Cc2ccc(C(=O)O)cc2)[C@@H](C)CN([C@H](C)CO)C(=O)c2cc(NC(=O)NC3CCCCC3)ccc2O1	0.5	0	1	-22
C[C@H](CO)N1C[C@H](C)[C@@H](CN(C)Cc2ccc(Cl)c(Cl)c2)Oc2ccc(NC(=O)C3CCCCC3)cc2CC1=O	-2.1	83	-2	-38
C[C@@H]1CN([C@H](C)CO)C(=O)c2c(c3ccccc3n2C)-c2ccccc2CO[C@H]1CN(C)S(=O)(=O)c1ccc(C#N)cc1	-0.7	85	.	-63
COc1ccccc1-c1ccc2c(c1)O[C@@H](CN(C)C(=O)Nc1cccc(F)c1)[C@H](C)CN([C@@H](C)CO)S2(=O)=O	-0.2	49	-2	-16

Single values from the entries so far.
T cruzi growth, `C[C@@H]1CN([C@H](C)CO)C(=O)c2c(c3ccccc3n2C)-c2ccccc2CO[C@H]1CN(C)S(=O)(=O)c1ccc(C#N)cc1` → 85
GASC1 inh, `COc1ccccc1-c1ccc2c(c1)O[C@@H](CN(C)C(=O)Nc1cccc(F)c1)[C@H](C)CN([C@@H](C)CO)S2(=O)=O` → -0.2

The list continues:
SMILES	GASC1 inh	T cruzi growth	C diff growth	Pf Dd2 growth
C[C@@H]1CCCCO[C@@H](CN(C)C(=O)CCC(F)(F)F)[C@@H](C)CN([C@H](C)CO)C(=O)c2cc(NC(=O)c3ccncc3)ccc2O1	1.1	25	2	11
COc1ccc(CNC(=O)C[C@H]2C=C[C@H](NS(=O)(=O)c3cccc(OC)c3)[C@@H](CO)O2)cc1	-1.8	.	0	.
COc1ccc(NC(=O)Nc2ccc3c(c2)C(=O)N([C@H](C)CO)C[C@@H](C)[C@@H](CN(C)S(=O)(=O)c2ccc(F)cc2)OCCCC[C@@H](C)O3)cc1	-0.5	96	-7	-81*
COCC(=O)N(C)C[C@@H]1Oc2ncc(C#Cc3ccc(OC)cc3)cc2C(=O)N([C@H](C)CO)C[C@@H]1C	-5.3	-41	1	13
CCCN1C[C@@H](C)[C@H](OC)CN(C)C(=O)c2ccc(NC(=O)c3cccc(OC)c3)cc2OC[C@@H]1C	-0.8	.	-1	-25
C[C@H](CO)N1C[C@H](C)[C@@H](CN(C)Cc2ccc(C(F)(F)F)cc2)Oc2c(NC(=O)c3ccncc3)cccc2C1=O	.	92	15	-14
COc1ccc(NC(=O)N(C)C[C@H]2Oc3ccc(N(C)C)cc3C(=O)N([C@@H](C)CO)C[C@@H]2C)cc1	3.7	-48	4	-2
CCC(=O)N(C)C[C@@H]1Oc2cc(-c3ccc(C#N)cc3)ccc2S(=O)(=O)N([C@H](C)CO)C[C@@H]1C	1.4	22	0	-16
C[C@@H]1CN([C@H](C)CO)C(=O)c2cccc(NC(=O)C3CCCCC3)c2O[C@@H]1CN(C)C	-1.3	0	11	-29
C[C@@H]1CCCCO[C@@H](CN(C)S(=O)(=O)c2ccc(Cl)cc2)[C@H](C)CN([C@@H](C)CO)C(=O)c2cc(NC(=O)c3ccccc3)ccc2O1	2.7	71	2	-70
C[C@@H]1CN([C@H](C)CO)C(=O)c2cc(NS(=O)(=O)c3ccc(Cl)cc3)ccc2O[C@@H](C)CCCCO[C@H]1CN(C)C(=O)Nc1ccc(F)cc1	-1.0	.	.	-49
CCCC(=O)Nc1ccc2c(c1)OC[C@H](C)N(Cc1ccccn1)C[C@H](C)[C@H](OC)CN(C)C2=O	2.0	17	3	-19
CCCNC(=O)C[C@@H]1C[C@@H]2c3cc(NC(=O)C4CCOCC4)ccc3O[C@@H]2[C@H](CO)O1	-0.5	.	0	24
CCC(=O)N1C[C@H](C)[C@H](OC)CN(C)C(=O)c2ccc(NS(C)(=O)=O)cc2OC[C@H]1C	0.1	8	1	.
COc1ccc(NC(=O)Nc2ccc3c(c2)C(=O)N([C@@H](C)CO)C[C@@H](C)[C@@H](CN(C)S(=O)(=O)c2cccs2)O3)cc1	-0.5	35	-10	19
CCCC(=O)Nc1ccc2c(c1)C(=O)N(C)C[C@H](OC)[C@@H](C)CN(CCc1ccccc1)[C@@H](C)CO2	0.6	17	0	-42
COc1ccc2c3c([nH]c2c1)[C@@H](CO)N(C(=O)c1ccccn1)CC31CCN(C(=O)C2CCC2)CC1	-0.5	.	-3	14

Screening results deposited in PubChem by Broad Institute.
